TDP1 cell noCPT = qHTS for Inhibitors of human tyrosyl-DNA phosphodiesterase 1 (TDP1): qHTS in cells in absence of CPT | DT40 Tdp1-/- hTDP1 cells, no CPT, ATP luminescence, 48 h | Potency, µM (highest dose often 46.2 µM), without a hit: at the top dose activity change, negative = growth inhibition, usual class: inhibitors | 420,000 compounds, 15% hits; active means well fitted inhibition curve with a large enough effect; inconclusive means small, poorly fitted or top-dose-only effect; further: nearly all actives have a fitted effect of over 55% in size
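Camptothecin absent (DMSO only). Human TDP1-complemented DT40 knockout cells, 400 cells/well, 37 °C for minimum 48 hr; ATP measured via CellTiter-Glo, 30 min dark incubation, luminescence.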
Numbers without * were called inactive; ? = inconclusive. On the % scale 0 is the no-effect control and ±100 the full control effect; potency means the concentration at half of the fitted maximal effect. An excerpt (hit frequency here may not be typical).

SMILES	TDP1 cell noCPT
COc1cc(OC)c(OC)cc1CN1CCOc2ccc(CN3C[C@@H](C)O[C@@H](C)C3)cc2C1	?
Cc1noc(C)c1S(=O)(=O)N(C)C[C@H]1OCc2cnnn2CCCC(=O)N([C@H](C)CO)C[C@@H]1C	0%
COCCN1C[C@@H](CO)O[C@@H](n2cnc3c(NCc4ccco4)ncnc32)C1	3%
COc1ccc(-c2c(C(=O)c3ccc(Br)cc3)[nH]c(N)c2C(=O)c2ccccc2)cc1OC	21µM*
N#CC1C(=O)NC(=O)C(C#N)C12CCCCC2 (centres undefined)	5%
Cc1nc2ccc(C(=O)N(C)Cc3ccco3)cn2c1N(C)C(=O)CCc1ccccc1	-24%
O=C(Nc1ccc(OCCO)cc1)c1csc([C@@H]2C[C@H](O)[C@@H](CO)O2)n1	-2%
O=C(C(O)c1ccccc1)N1CCN(S(=O)(=O)c2ccc(C(F)(F)F)cc2)CC1 (centres undefined)	-2%
CCc1nc2c(OCC3COc4ccccc4O3)cccn2c1N(C)C(=O)c1ccc(OC)cc1 (centres undefined)	?
Cc1ccc(-n2ncc(-c3n[nH]c(=S)o3)c2N)cc1C	?
CCCNC(=O)C1(C)CCN(C(=O)c2ccc(OC)cc2OC)C1 (centres undefined)	1%
COc1cc2c(=O)[nH]c3cc([N+](=O)[O-])ccc3c2cc1[N+](=O)[O-]	6.5µM*
O=C(NCCOc1ccccc1)C1CCC(=O)N(CCCN2CCOCC2)C1 (centres undefined)	-10%
Nc1ccn([C@@H]2O[C@H](C(=O)N(CCC3=CCCCC3)CC3CC3)[C@@H](O)[C@H]2O)c(=O)n1	-22%
COc1ccc(-c2noc(CN(C)S(=O)(=O)c3ccccc3)n2)cc1OC	?
C=CCNC(=O)c1onc(CSc2ccccc2)c1C(=O)NCC=C	-12%
CCCCCCNC(=O)O[C@H]1C[C@@H]2C(=O)N(c3ccccc3)C(=O)[C@@H]2[C@@H]2CN(S(=O)(=O)c3ccc(C)cc3)C[C@]12O	-25%
CCCS(=O)(=O)NC(=O)C1(C)CCCN(C(=O)c2nc3ccccc3s2)C1 (centres undefined)	-11%
COc1ccccc1/C=N\NC(=O)c1ccc(COc2ccc(C)c(C)c2)o1	-22%
c1cc(-c2ccc3c(c2)CCO3)n2cnnc2c1	8%

Reprinted at random: seven compounds from above, in no set order.
SMILES	TDP1 cell noCPT
CCc1nc2c(OCC3COc4ccccc4O3)cccn2c1N(C)C(=O)c1ccc(OC)cc1 (centres undefined)	?
COc1cc2c(=O)[nH]c3cc([N+](=O)[O-])ccc3c2cc1[N+](=O)[O-]	6.5µM*
C=CCNC(=O)c1onc(CSc2ccccc2)c1C(=O)NCC=C	-12%
Cc1nc2ccc(C(=O)N(C)Cc3ccco3)cn2c1N(C)C(=O)CCc1ccccc1	-24%
CCCS(=O)(=O)NC(=O)C1(C)CCCN(C(=O)c2nc3ccccc3s2)C1 (centres undefined)	-11%
COc1cc(OC)c(OC)cc1CN1CCOc2ccc(CN3C[C@@H](C)O[C@@H](C)C3)cc2C1	?
Nc1ccn([C@@H]2O[C@H](C(=O)N(CCC3=CCCCC3)CC3CC3)[C@@H](O)[C@H]2O)c(=O)n1	-22%

Carrying on.
SMILES	TDP1 cell noCPT
CCc1nc2c(OCCOc3ccc(F)cc3)cccn2c1N(C)C(=O)C(C)C	16µM*
CC#Cc1cc2c(cc1O)CCC1C2CCC2(C)C(O)CCC12 (centres undefined)	2.3µM*
N#Cc1cccc(C(Br)S(=O)(=O)c2ccccc2)c1 (centres undefined)	?
CCN(CC)C(=O)C1=C(C)N(CCCN2CCCC2=O)C(=O)C(CC(=O)NCCCN(C)C)C1 (centres undefined)	-9%
C[C@@H]1CN([C@@H](C)CO)C(=O)CCCn2cc(nn2)CO[C@H]1CN(C)C(=O)OCc1ccccc1	-13%
Cc1nc(C(F)(F)F)ccc1C(=O)N1CCC1(C)C(=O)NS(=O)(=O)c1ccc(F)cc1F (centres undefined)	11%
COc1ccc(-c2ccc(C(=O)NCc3ccc(F)c(F)c3)c3occc23)c(C)c1	?
COC(=O)c1ccc2c(=O)n(CCN3CCOCC3)c(SCC(=O)Nc3ccccc3OC)nc2c1	?
O=C(Nc1ccccc1)[C@@H]1CC=C[C@@H]2CCN(C3CC3)C(=O)[C@@H]21	-6%
C=CCc1ccc(OCCOc2cccc(/C=N/n3cnnc3)c2)c(OC)c1	?
COc1cc(OC)c(C(=O)OCC(=O)Nc2cccc(S(=O)(=O)NC3=NCCCCC3)c2)cc1OC	?
CCOC(=O)C1=C[C@@H](CC)N(S(=O)(=O)c2ccc(C)cc2)[C@H]1c1cccs1	16µM*
COC(=O)N(C)C[C@@H]1OCc2ccccc2-c2c(n(C)c3ccccc23)C(=O)N([C@H](C)CO)C[C@@H]1C	26µM*
COC(=O)c1ccc(CNC(=O)c2sccc2-c2ccccc2)cc1	?
CCOC1=C2[C@H](c3ccccc3)N(S(=O)(=O)c3ccc(C)cc3)C[C@H]2n2c(=O)n(-c3ccccc3)c(=O)n2C1	-6%
CC(C)OC1=CC(=O)OC(c2cccc(Cl)c2)C1 (centres undefined)	-13%
CC(=O)Nc1cc(C(=O)N2CCCC(C)C2)cc2ncn(CCc3ccccn3)c12 (centres undefined)	-19%
CN(Cc1cnn(-c2ccccc2)c1)C(=O)c1ccc(S(=O)(=O)NCc2ccco2)cc1	?
O=C(O)c1ccccc1CC(CCc1ccccc1)C(=O)O (centres undefined)	-13%
CCCC(C)(C)C(=O)N1CCC1(C)C(=O)NS(=O)(=O)c1cccc(Cl)c1 (centres undefined)	-7%
Cn1ccc(=O)c2cc([N+](=O)[O-])ccc21	-27%
CN(C)c1ccc(/C=N\Nc2ccc([N+](=O)[O-])cc2[N+](=O)[O-])cc1Cl	?
CCOC(=O)N(C)[C@H]1C[C@H]2c3[nH]c4ccccc4c3CCN2C[C@H]1[C@H](C)O	?
O=C(NCc1ccco1)c1ccc2nc([C@@H]3O[C@H](CO)[C@H](O)[C@H](O)[C@H]3O)[nH]c2c1	1%
COc1ccc2c(c1)OC(C)CN(CCNC(=O)c1ccc(-n3cccn3)cc1)C2 (centres undefined)	-19%
C[C@H]1CCCCO[C@H](CN(C)CC2CCCCC2)[C@@H](C)CN([C@@H](C)CO)C(=O)c2cc(NS(=O)(=O)c3ccccc3)ccc2O1	-4%
Cc1ccccc1C1(CC(=O)N2CCCCC2C)CC(=O)N(Cc2cccnc2)C1=O (centres undefined)	?
CC(=O)NC(c1cccc(F)c1)c1nc(-c2ccccc2)cs1 (centres undefined)	-28%
COc1ccc(-c2ccc(CN3C(C(C)C)C(=O)N(Cc4cn(CCC5OCCO5)nn4)CCS3(=O)=O)cc2)cc1OC (centres undefined)	-9%
COc1ccc(NS(=O)(=O)c2cc(NS(=O)(=O)c3cc(C(=O)O)ccc3OC)ccc2C)cc1	3%
COc1ccc2cc([C@H](C)C(=O)OCc3cn(CC(=O)c4ccc(O)cc4)nn3)ccc2c1	?
Cc1ccccc1N=C1C(=O)Nc2ccccc21	-23%
Cc1noc(C)c1COc1ccccc1C(=O)N1CCN(S(=O)(=O)c2ccccc2C#N)CC1	-22%
COc1ccc(CN2CCN(Cc3c[nH]c4ccccc34)CC2)cc1OC	-12%
CC(=O)Nc1ccc(NC(=O)C2CCN(c3c(Cc4ccccc4)c(C)nc4ncnn34)CC2)cc1	-28%
CCOC(=O)Cc1csc(NC(=O)CSc2nnc(-c3ccncc3)n2Cc2ccco2)n1	?
C/C(Cn1cnc([N+](=O)[O-])n1)=N\NC(=O)c1ccccc1F	3%
Cc1cc(C(=O)CSc2nc3ccc(Cl)cc3[nH]2)c(C)n1Cc1ccco1	18µM*
CCc1nc2ccc(C(=O)NCCNC(C)=O)cn2c1N(C)Cc1ccc(OC)cc1	-10%
Cc1cc2c(cc(C(=O)OC(C)C(=O)NCc3ccc(F)cc3)n2C)o1 (centres undefined)	-19%

The last three compounds of the part before are carried over, then new ones follow.
SMILES	TDP1 cell noCPT
Cc1cc(C(=O)CSc2nc3ccc(Cl)cc3[nH]2)c(C)n1Cc1ccco1	18µM*
CCc1nc2ccc(C(=O)NCCNC(C)=O)cn2c1N(C)Cc1ccc(OC)cc1	-10%
Cc1cc2c(cc(C(=O)OC(C)C(=O)NCc3ccc(F)cc3)n2C)o1 (centres undefined)	-19%
Cc1ccccc1NC(=O)CN1CCN(c2ccc(F)cc2)CC1	?
C=CCOc1ccc(/C=C/C(=O)OCC(=O)N2CCN(S(=O)(=O)c3ccc(C)cc3C)CC2)cc1	7.3µM*
O=C(Nc1ccc(OC(F)F)cc1)c1cc(S(=O)(=O)N2CCOCC2)ccc1N1CCCC1	-19%
CCCCNC(=O)C1c2ccccc2OCC(=O)N1CCOC (centres undefined)	-4%
Cc1cc(C)n2nc(C(=O)NCc3ccco3)nc2n1	?
COc1ccc(N2C[C@H](CSC)[C@@H](CC(=O)Nc3ccccc3)C2=O)cc1	?
CCOc1ccc(CCNC(=O)COC(=O)c2n[nH]c3ccccc23)cc1OCC	?
CC1(C)CC2(OC2c2ccccc2)C(=O)c2ccccc21 (centres undefined)	?
CCOC(=O)CNC(=O)C1(NC(=O)CNC(=O)OCc2ccccc2)CCCC1	0%
CCCCN1C(=O)C(CC(=O)NCc2cccc3ccccc23)CC(C(=O)N(C(C)C)C(C)C)=C1C (centres undefined)	?
COCc1ccc(CN2CCOc3ccc(C4=Cc5ccccc5C4)cc3C2)o1	-23%
O=C(CCCN1CCC(C(O)c2ccc(F)cc2)CC1)c1ccc(F)cc1 (centres undefined)	?
CC1(C)CC(=O)C2=C(C1)N(c1ccccc1)C(=O)C(C(=O)OCc1ccccc1)C2 (centres undefined)	-21%
CCCCCC(=O)N1C[C@H](n2cc(-c3ccc(F)cc3)nn2)[C@@H](O)C[C@@H]1c1ccc(Cl)cc1	26µM*
O=C(NCCc1nnc2n1CCN(CC1CC=CCC1)CC2)c1ccc(F)cc1 (centres undefined)	-6%
Cc1ccc(NS(=O)(=O)N2CCCCC2)cc1	0%
COc1ccc(C(O)c2ncc(-c3cccc(OC)c3)[nH]2)cc1 (centres undefined)	-22%
COCCCN1C(=O)C(CC(=O)NC2CCCCC2)CC(C(=O)N2CCCCCC2)=C1C (centres undefined)	13%
CC1(Oc2ccccc2)CCN(Cc2ccc(-c3ccccn3)cc2)C1 (centres undefined)	?
CCc1nc(N)nc(N)c1-c1ccc(Cl)c([N+](=O)[O-])c1	0.052µM*
CN1CCN(c2ncnc3c2ncn3[C@H]2CN(Cc3ccco3)C[C@@H](CO)O2)CC1	-6%
CC(=O)Nc1cccc(-c2ccnc3c2CC(C(=O)NCc2cccc(Cl)c2)O3)c1 (centres undefined)	4.1µM*
COc1ccc(NC(=O)Nc2nnc([C@H]3C[C@H](O)[C@@H](CO)O3)s2)cc1	17%
COc1cc(C(C)=O)ccc1OCCCN1CCC(c2noc3cc(F)ccc23)CC1	?
COc1ccccc1-c1ccnc(-n2ncc(C(=O)NCc3cccc(C)n3)c2C)n1	-2%
CCCCCCN1CCN(C2CN(Cc3ccc([N+](=O)[O-])cc3)S(=O)(=O)C2)CC1 (centres undefined)	?
OC(COc1ccccc1)CN1CCCCC1 (centres undefined)	5%
N#Cc1ccccc1S(=O)(=O)N1CCN(C(=O)CCNS(=O)(=O)c2ccc(Cl)cc2)CC1	-24%
O=S(=O)(CCNCCc1ccccc1)NCc1ccccc1	-3%
COc1ccc(Cc2n[nH]c(=S)n2-c2cc(C)ccc2C)cc1OC	-6%
C[C@@H]1CN([C@@H](C)CO)C(=O)CCCn2cc(nn2)CO[C@H]1CN(C)C(=O)CCCN(C)C	-24%
C=C1C=C(C(F)F)n2ncc(C(=O)NCCc3ccc(Cl)cc3)c2N1	?
CN(c1ccc(-c2csc(NC(=O)CCCc3nc4ccccc4c(=O)[nH]3)n2)cc1)S(C)(=O)=O	8.2µM*
COC(=O)c1ccc2nc(-c3ccc(C#N)cc3)c(Cc3cccc(Cl)c3)n2c1	21µM*
CCOc1ccccc1-c1cnc(NC)cn1	-13%
CCOC(=O)C1=CCC(c2cccs2)N(S(=O)(=O)c2ccc(C)cc2)C1 (centres undefined)	?
Cn1c(C2CCC2)nc2cc(C(=O)N3CCOc4ccccc4C3)cc(NC(=O)C3CCCO3)c21 (centres undefined)	-7%
CCOc1ccc(Cl)cc1-c1cc(C(=O)NC2CCCCC2)[nH]n1	16µM*
COc1ccc(NC(=O)N(C)[C@H]2C[C@H]3c4[nH]c5ccc(-c6ccc(OC)cc6)cc5c4CCN3C[C@H]2[C@H](C)O)cc1	?
Nc1nc(=S)c2snnc2[nH]1	16µM*

Overlap with the part before: 2 compounds, then new ones.
SMILES	TDP1 cell noCPT
COc1ccc(NC(=O)N(C)[C@H]2C[C@H]3c4[nH]c5ccc(-c6ccc(OC)cc6)cc5c4CCN3C[C@H]2[C@H](C)O)cc1	?
Nc1nc(=S)c2snnc2[nH]1	16µM*
CCc1cc(C(=O)Nc2cc(S(=O)(=O)N3CCCCC3)ccc2N2CCN(C)CC2)sc1C	4.1µM*
Cc1cc(Br)cn2c(CC(C)(C)C)c(-c3cccc(Cl)c3)nc12	?
Cc1noc(C)c1C(=O)N1CCC1(C)C(=O)NS(=O)(=O)c1ccc(Cl)cc1 (centres undefined)	-7%
CC1(C(=O)Nc2cccc(Oc3ccccc3)c2)CCN1Cc1cccc2c1OCO2 (centres undefined)	?
CCN1C(=O)[C@@H]2[C@@H](c3ccc(-c4cc(C(C)=O)cs4)cc3)N3CCC[C@@]3(C(=O)OC)[C@@H]2C1=O	?
CCC(c1nnnn1C1CCCC1)N1CCN(C/C=C/c2ccccc2)CC1 (centres undefined)	?
C#CCNC(=O)C1=C[C@H](c2ccc(C#C)cc2)C[C@H](OCc2ccc(CO)cc2)O1	-2%
COc1ccccc1N1CCN(S(=O)(=O)c2ccc([N+](=O)[O-])cc2)CC1	?
CC(=O)c1ccc(Nc2nc(C(C)N)cs2)cc1 (centres undefined)	1%
O=C(c1cccs1)N1C[C@@H](O)[C@H](n2cc(C3CC3)nn2)C[C@@H]1c1ccc(Cl)cc1	-32%
Cn1c(=O)c2cc(NC(=O)NCc3ccc(Cl)cc3Cl)ccc2n1Cc1ccc(F)cc1	?
CC1(N=Cc2cc(Cl)ccc2O)COP(=O)(NC2CCCC2)OC1 (centres undefined)	-21%
